# TR SRC2 fluor cs – Total Fluorescence Counterscreen for Inhibitors of the Interaction of Thyroid Hormone Receptor and Steroid Receptor Coregulator 2. TRb/SRC2 Texas Red total fluorescence interference. Potency, µM (doses to about 106 µM), for inactives: at the highest dose fluorescence change, negative = quenching. 280,000 compounds, 0.29% hits. AID 1479, 2009; active = well fitted curve in either direction with a large enough effect; inconclusive = small, poorly fitted or top-dose-only effect; note: % is set by controls: 0 for no effect and ±100 for the full control effect
#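 Human TRβ ligand-binding domain (0.6 uM) and Texas Red SRC2 peptide (20 nM) in Tris buffer with 1 uM T3 and 5% DMSO were incubated with pinned compound for 5 hr at ambient temperature. Total fluorescence was computed as S + 2P (555/632 nm).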
# Tau fibril FP – qHTS for Inhibitors of Tau Fibril Formation, Fluorescence Polarization; Microtubule-associated protein tau (Homo sapiens), P10636; K18 P301L tau heparin fibrillization, Alexa594 FP, 6 h; Potency, µM (series often up to 57.7 µM), inactives show at the highest dose activity, negative = inhibition, most hits filed as inhibitors; 280,000 compounds, 0.39% hits; AID 1468, 2008; note: % is set by controls: 0 for no effect and ±100 for the full control effect; nearly all actives have a fitted effect of over 55% in size
#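 Recombinant K18 P301L […], labeled with Alexa 594 at 0.24 uM over 15 uM unlabeled; heparin inducer 20 uM final; 37 C, 6 hr; FP endpoint.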
# Tau ThT inhib – qHTS for Inhibitors of Tau Fibril Formation, Thioflavin T Binding; Microtubule-associated protein tau (Homo sapiens), P10636; recombinant tau K18 P301L, heparin-induced fibrillization, ThT fluorescence; Potency, µM (titrated, usually from 57.4 µM), without a hit: top-dose activity, negative = inhibition, actives largely listed as inhibitors; 270,000 compounds, 2.1% hits; AID 1460, 2008; note: % is set by controls: 0 for no effect and ±100 for the full control effect; nearly all actives have a fitted effect of over 55% in size
#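 K18 P301L tau (15 uM + 0.24 uM Alexa 594-tagged), heparin 20 uM, NaOAc pH 7, 6 h 37 C; ThT 30 uM, 1 h RT, ex 450/em 510 nm.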
# Tau fluor counter – Counterscreen qHTS for Inhibitors of Tau Fibril Formation, Fluorescence Polarization. Potency, µM (top dose mostly 57.7 µM), for the others: top-dose activity change, negative = decrease. tau K18 P301L Alexa594 fluorescence, heparin fibrillization. 280,000 compounds, 0.93% hits. AID 1463, 2008; note: % is set by controls: 0 for no effect and ±100 for the full control effect; nearly all actives have a fitted effect of over 55% in size
#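 Human tau K18 P301L (15 uM unlabeled, 0.24 uM Alexa 594-labeled) in 100 mM sodium acetate pH 7 with 20 uM heparin, 6 hr at 37 C. ThT 30 uM added, 1 hr ambient; Alexa 594 FP and total fluorescence read at 555/632 nm.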
# HTT cytoprotect – qHTS Multiplex Assay to Identify Dual Action Probes in a Cell Model of Huntington: Cytoprotection (ATP); PC12 HTT-Q103 induced, cytoprotection, ATP luminescence, 40 h; Potency, µM (top dose mostly 56.4 µM), for the others: cytoprotection (ATP increase), usual class: activators; 230,000 compounds, 0.14% hits; AID 1471, 2008;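 note: % of control where 0% means no effect; nearly all actives have a fitted effect of over 45% in size; toxic huntingtin expression switched on by the ecdysone agonist tebufenozide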
#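 Readout: ATPlite luminescence (ATP level). Model: stable PC12, inducible Htt exon1 Q103-GFP. Inducer: tebufenozide, 100 nM final. Compounds: dose series. No G418 in medium.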
# TRb-SRC2 inh – qHTS for Inhibitors of the Interaction of Thyroid Hormone Receptor and Steroid Receptor Coregulator 2. Thyroid hormone receptor beta (Homo sapiens), P10828. TRbeta-SRC2 peptide binding, fluorescence polarization; receptor liganded with 1 µM T3. Potency, µM (series often up to 106 µM), without a hit: at the highest dose activity change, negative = inhibition, most hits filed as inhibitors. 280,000 compounds, 0.065% hits. AID 1469, 2008;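 note: plate controls were bound peptide for no effect and peptide without receptor for full effect; nearly all actives have a fitted effect of over 50% in size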
# Target sequence (P10828 whole entry, looked up): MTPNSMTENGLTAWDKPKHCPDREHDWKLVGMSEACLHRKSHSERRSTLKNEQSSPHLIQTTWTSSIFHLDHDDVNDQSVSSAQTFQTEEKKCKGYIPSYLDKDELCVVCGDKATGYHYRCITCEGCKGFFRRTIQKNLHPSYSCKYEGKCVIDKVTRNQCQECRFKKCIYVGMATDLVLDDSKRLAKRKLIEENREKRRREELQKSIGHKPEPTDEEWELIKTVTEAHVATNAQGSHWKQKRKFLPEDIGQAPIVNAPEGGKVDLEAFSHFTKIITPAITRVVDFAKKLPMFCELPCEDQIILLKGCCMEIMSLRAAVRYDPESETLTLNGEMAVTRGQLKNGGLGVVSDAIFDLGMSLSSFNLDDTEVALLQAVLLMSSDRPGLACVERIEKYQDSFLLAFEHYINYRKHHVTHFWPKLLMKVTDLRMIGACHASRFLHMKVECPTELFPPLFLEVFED
#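 Quantitative HTS by FP: 0.6 uM TRb LBD, 20 nM labeled SRC2 20-mer, 1 uM T3, 5% DMSO; 5 hr ambient incubation; % activity per concentration and potencies from concentration series.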
# RECQ1 inh – qHTS Assay for Inhibitors of RecQ-Like Dna Helicase 1 (RECQ1); RECQ1 DNA unwinding, red fluorescence kinetic read; 240,000 compounds, 0.54% hits; Potency, µM (series often up to 57.3 µM), inactives show at the highest dose activity, negative = inhibition, actives largely listed as inhibitors; AID 2549, 2010; ATP-dependent DNA helicase Q1 (Homo sapiens), P46063;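 note: plate controls were vehicle for no effect and no enzyme for full effect; nearly all actives have a fitted effect of over 30% in size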
# Target sequence (P46063 whole entry, looked up): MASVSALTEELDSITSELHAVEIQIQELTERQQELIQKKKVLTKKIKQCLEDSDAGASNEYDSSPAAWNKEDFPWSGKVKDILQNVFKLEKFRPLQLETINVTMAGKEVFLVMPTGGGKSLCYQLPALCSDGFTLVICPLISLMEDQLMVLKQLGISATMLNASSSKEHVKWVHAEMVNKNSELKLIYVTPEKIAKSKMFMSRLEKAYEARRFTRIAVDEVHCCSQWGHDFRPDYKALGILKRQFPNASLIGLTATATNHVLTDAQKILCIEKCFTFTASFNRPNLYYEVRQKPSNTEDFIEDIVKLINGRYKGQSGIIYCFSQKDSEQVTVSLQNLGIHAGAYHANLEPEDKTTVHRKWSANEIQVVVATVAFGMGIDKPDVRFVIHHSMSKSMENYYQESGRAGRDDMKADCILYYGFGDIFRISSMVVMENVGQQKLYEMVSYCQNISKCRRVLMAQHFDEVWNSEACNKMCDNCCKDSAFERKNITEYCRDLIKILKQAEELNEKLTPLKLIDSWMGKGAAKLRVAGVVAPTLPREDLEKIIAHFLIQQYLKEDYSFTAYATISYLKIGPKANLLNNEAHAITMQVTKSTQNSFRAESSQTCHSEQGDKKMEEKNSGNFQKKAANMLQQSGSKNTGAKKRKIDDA
#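 RECQ1T1 50 nM; forked duplex (20 bp + 30-nt ss tails) 200 nM, ATP 2 mM final; pH 8.0, 2 mM MgCl2, 2.5 ug/ml poly(dI-dC); 15 min compound preincubation; discontinuous kinetic read over 2 h at RT.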
# L3MBTL1 block – qHTS Assay for the Inhibitors of L3MBTL1; 230,000 compounds, 0.66% hits; AlphaScreen L3MBTL1–H3K9me1 peptide binding; Potency, µM (highest dose often 57.1 µM), without a hit: at the top dose activity, negative = inhibition, most hits filed as inhibitors; note: % is set by controls: 0 for no effect and ±100 for the full control effect; nearly all actives have a fitted effect of over 60% in size
#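 AlphaScreen proximity signal between nickel-chelate acceptor and streptavidin donor beads (final 10 ug/mL) reports binding of 50 nM L3MBTL1 to 75 nM biotin-H3 K9me1 peptide; complex incubated with compounds 30 min at room temperature; cefsulodin titration as control.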
# The depositor's hits bear a star; i = inactive; ? = inconclusive; . = no result given; [ ] = another dose, or the depositor's remark. Unless noted, calls come from the whole dose curve; as a rule, active = well fitted curve in the direction sought with a large enough effect; inconclusive = small, poorly fitted or top-dose-only effect, or another doubt; inactive = no such curve, though single readings can be large; an effect the other way counts as inactive or inconclusive. Potency is the fitted concentration of half-maximal effect. Not all compounds are listed (hit frequency here may not be typical).
SMILES,TR SRC2 fluor cs,Tau fibril FP,Tau ThT inhib,Tau fluor counter,HTT cytoprotect,TRb-SRC2 inh,RECQ1 inh,L3MBTL1 block
OC(COCCC12CC3CC(CC(C3)C1)C2)CN1CCCC1 (centres undefined),3%,0%,5%,-3%,-61%[inhibitor],-8%,1%,.
CCC(=O)Nc1cccc(C2=NOC3(C2)C[C@@H](C(N)=O)N(C(=O)c2ccccc2C(=O)c2ccccc2)C3)c1 (some centres undefined),-3%,?,-1%,-2%,1%[10 µM],-3%,i,.
CN1C(=O)CSc2ccc(NC(=O)N3CCOCC3)cc21,-5%,10%,-17%,-10%,-7%,5%,-4%,-3%
CC1(c2ccccc2)NC(=O)N(CC(=O)NC(=O)NCc2ccco2)C1=O (centres undefined),-1%,-1%,-12%,-7%,1%,3%,-12%,-6%
COc1ccccc1NS(=O)(=O)c1cc([N+](=O)[O-])ccc1N/N=C/c1c[nH]c2ccccc12,-2%,4%,2.8µM*,-78%,7%,-16%,2%,.
Cc1cccc(NC(=O)CSc2nc3c(c(=O)[nH]2)CCCC3)c1C,-5%,2%,-8%,-5%,19%,6%,-10%,.
COc1ccc2c(=O)c(C(=O)NCCc3ccc(OC)c(OC)c3)c[nH]c2c1,-4%,-11%,-13%,-20%,-6%,4%,-2%,5%
CCOc1cc(C(N)=O)cc(Cl)c1OCc1ccccc1,0%,-8%,-4%,-23%,-41%[inhibitor][1.9 µM],1%,i,4%
CCN1CCN(c2nc3c(S(=O)(=O)c4ccc(C)cc4)nnn3c3ccsc23)CC1,-3%,-4%,-2%,-9%,.,1%,.,.
CCOc1ccc(S(=O)(=O)N(CC(=O)NCCc2ccc(OC)cc2)c2ccccc2)cc1,6%,-14%,-8%,-14%,.,-27%,.,.
Cc1[nH]c2ccccc2c1C(=O)CN1CCSCC1,0%,-2%,-4%,-1%,3%,8%,4%,-2%
CC(C)Oc1ccc(CNC(=O)CC(c2ccccc2)c2cc(Cl)ccc2O)cc1 (centres undefined),-2%,?,-23%,?,-55%,-8%,-13%,0%
CN(C)/C=N/c1cnc(C(=O)c2ccc(Cl)cc2)n1C,-1%,-5%,?,-15%,-9%,-8%,i,-3%
CS(=O)(=O)N(Cc1ccc(Cl)cc1)c1ccc(C(=O)Nc2cccnc2)cc1,-3%,-5%,1%,-28%,-6%,-9%,-9%,2%
NC(=O)C1(N2CCCCC2)CCN(CC(=O)Nc2ccc(Oc3ccccc3)cc2)CC1,0%,3%,-10%,-6%,-8%,-14%,-7%,.
CCOC(=O)c1c(NC(=O)c2cc(C)oc2C)sc(C(=O)Nc2ccc(Cl)cc2)c1C,-3%,5%,-1%,3%,-5%,-11%,-11%,-5%
Cc1ccc(C)n1-c1ccc(C(=O)/C=C/N(C)C)cc1,-6%,3%,-7%,-4%,2%[10 µM],8%,-1%,-15%
O=C(N[C@@H](Cc1ccccc1)C(=O)O)c1c(F)c(F)c(F)c(F)c1F,-1%,5%,7%,7%,4%[10 µM],-5%,i,7%
COCCCN1C(=O)C(=O)/C(=C(/O)c2ccc(C)cc2)C1c1ccccc1 (centres undefined),0%,-4%,-14%,2%,-5%[10 µM],3%,-1%,1%
Cc1nnc(SCC(N)=O)n1CC1CCCO1 (centres undefined),-1%,-13%,-9%,-12%,-3%,9%,-2%,.
O=C(Cc1c(C(=O)O)[nH]c2ccccc12)NCCN1CCN(c2ccccc2F)CC1,1%,-8%,-11%,-12%,-11%,-10%,i,3%
CC1(C)C2CCC(C2)C1(C)NC(=O)CN1CCOCC1 (centres undefined),-2%,4%,-2%,1%,-5%,-13%,-14%,0%
CCOC(=O)C1CCN(CCC(=O)Nc2ccc(C)c(C)c2)CC1,0%,6%,5%,9%,-22%,5%,i,15%
COCCCn1c(SCC(=O)n2c(C)c(C)c3ccccc32)nnc1-c1ccoc1C,-2%,-8%,?,-17%,-21%[10 µM],-5%,-3%,.
CN(Cc1ccccn1)Cc1nc(-c2ccc(Cl)cc2)no1,-2%,-3%,?,-11%,5%[10 µM],4%,-10%,-18%

# Single records, as listed above. Order of values: TR SRC2 fluor cs | Tau fibril FP | Tau ThT inhib | Tau fluor counter | HTT cytoprotect | TRb-SRC2 inh | RECQ1 inh | L3MBTL1 block
# Cc1cccc(NC(=O)CSc2nc3c(c(=O)[nH]2)CCCC3)c1C across the screens: -5% | 2% | -8% | -5% | 19% | 6% | -10% | .
# COc1ccc2c(=O)c(C(=O)NCCc3ccc(OC)c(OC)c3)c[nH]c2c1 across the screens: -4% | -11% | -13% | -20% | -6% | 4% | -2% | 5%
# CCOc1cc(C(N)=O)cc(Cl)c1OCc1ccccc1 across the screens: 0% | -8% | -4% | -23% | -41%[inhibitor][1.9 µM] | 1% | i | 4%
# CN1C(=O)CSc2ccc(NC(=O)N3CCOCC3)cc21 across the screens: -5% | 10% | -17% | -10% | -7% | 5% | -4% | -3%

# Other structures.
SMILES,TR SRC2 fluor cs,Tau fibril FP,Tau ThT inhib,Tau fluor counter,HTT cytoprotect,TRb-SRC2 inh,RECQ1 inh,L3MBTL1 block
COc1ccccc1N1CCN(CCCNC(=O)Nc2ccccc2)CC1,-7%,-2%,-11%,-11%,16%[10 µM],5%,i,-6%
O=C(CCC1COc2ccccc2O1)Nc1cccnc1 (centres undefined),-2%,7%,5%,-2%,-4%[0.074 µM],1%,-2%,6%
CC(C)C1CC(CCN2CCCCC2)(c2ccccc2)CCO1 (centres undefined),-2%,2%,4%,1%,-4%,-1%,-5%,-8%
Cc1ccc2nc(NC(=O)CCNS(=O)(=O)c3cccs3)sc2c1,-3%,-4%,1%,-29%,-15%,2%,i,0%
CCOc1ccc(S(=O)(=O)n2nnc3ccccc32)cc1C,-6%,-6%,5%,3%,6%[0.074 µM],-2%,7%,-3%
CN1CCN(/N=C/c2c3ccccc3c(Cl)c3ccccc23)CC1,-8%,?,?,?,-8%[10 µM],3%,i,?
CO[C@H]1COC(=O)[C@H](C)COC(=O)[C@H](C)NC(=O)C/C=C\[C@H]1C,3%[11.2 µM],0%[11.6 µM],1%[11.5 µM],-3%[11.6 µM],30%[10 µM],-2%[11.2 µM],-5%[11.5 µM],.
COCc1nnc(SCC(=O)Nc2cccc(Cl)c2C)n1-c1ccccc1,1%,4%,-2%,-7%,-2%,-7%,-5%,2%
Cc1ccc(NC(=O)CN2C(=O)S/C(=C\c3cccn3C)C2=O)cc1,-1%,-10%,-1%,-14%,-5%,7%,-1%,-8%
COc1ccc(NC(=O)c2c(NC(=O)CNCc3ccco3)sc3c2CCC3)cc1,-11%,0%,?,-20%,-9%,-7%,12%,7%
Cc1[nH]n(-c2ccccc2)c(=O)c1N=O,-2%,-7%,-11%,2%,.,-2%,-3%,7%
O=C(CCc1ccccc1)Nc1ccccc1C(=O)N1CCOCC1,0%,-4%,-10%,-8%,-10%[10 µM],0%,-6%,2%
CC1Cc2cc(/C(O)=C3/C(=O)C(=O)N(CCCn4ccnc4)C3c3cccnc3)ccc2O1 (centres undefined),-5%,-3%,-8%,-2%,3%,-6%,-1%,7%
CC(=O)c1cccc(NC(=O)/C(=C\c2ccco2)NC(=O)c2cccs2)c1,-6%,2%,-8%,-2%,11%,-4%,-3%,-1%
COc1ccc(CNC(=O)C(c2ccncc2)N(C(=O)Cc2cccs2)c2cccnc2)cc1 (centres undefined),0%,3%,4%,2%,-4%[10 µM],0%,i,.
CCOC(=O)c1[nH]ncc1CN1CCCC(C(=O)c2ccc(C(C)(C)C)cc2)C1 (centres undefined),-3%,-4%[2.34 µM],0%,4%,1%[10 µM],-4%,-2%,-4%
CCOC(=O)c1c(C)[nH]c(C(=O)COC(=O)CNC(=O)c2ccc(Cl)cc2Cl)c1C,-2%,-7%,-8%,-11%,.,-15%,i,1%
CCOc1cc(NC(=S)NCc2ccco2)c(OCC)cc1NC(=O)c1ccco1,-1%,0%,-10%,-13%,-16%[10 µM],2%,8%,-23%
C=CCn1c(-c2csc(-c3ccccc3)n2)n[nH]c1=S,-3%,5%,?,-6%,-29%,-6%,0%,.
CC(=O)Nc1cccc(CP(=O)(c2ccccc2)c2ccccc2)c1,0%,-3%,0%,-2%,7%[10 µM],-2%,-12%,1%
COc1ccc(OCC(=O)Nc2ccc(N3CCN(C(=O)c4ccccc4C)CC3)cc2)cc1,3%,7%,?,-21%,.,5%,i,-2%
COC(=O)CCNS(=O)(=O)c1ccc2ccccc2c1,-8%,0%,1%,0%,.,-9%,1%,0%
CC(=O)NS(=O)(=O)c1ccc(NC(=O)CSc2ccccc2)cc1,-1%,2%,-15%,-16%,3%[10 µM],-10%,-7%,-3%
Cc1cc(C)n(-c2cc(N3CCN(S(=O)(=O)c4ccc(Cl)cc4)CC3)ccc2[N+](=O)[O-])n1,?,5%,?,-24%,19%[10 µM],-5%,-12%,-14%
Cc1cc(C)n(CCOc2nonc2N)n1,-3%,-11%,?,-6%,4%,-3%,-4%,1%
COC(=O)CCC/C=C1/SCC(NC(=O)c2ccccc2)C1NC(C)=O (centres undefined),3%,-4%,-3%,-1%,.,-6%,i,13%
O=C(COc1ccc(C(=O)c2ccccc2)cc1)NC1CCCCCC1,0%,1%,-11%,-5%,.,3%,-14%,13%
COCCOc1ccc(C(F)(F)F)cc1Nc1nc2ccccc2o1,-2%,?,?,?,-2%[10 µM],-11%,-6%,.

# High-throughput results from PubChem BioAssay.
